RXFP1 ag: activates the human relaxin receptor RXFP1; HEK293T-RXFP1 cAMP TR-FRET, 30 min; response scale: percent of porcine relaxin response, buffer zero; Q9HBX9; Potency, µM (highest dose often 57.5 µM), without a hit: at the highest dose activation, hits mostly activators; 0.3% of 370,000 active; AID 2676; note: potency is the fitted concentration of half-maximal effect; % is set by controls: 0 for no effect and ±100 for the full control effect; nearly all actives have a fitted effect of over 60% in size; many of its hits are not listed in these tables
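HEK293 cells stably expressing RXFP1, treated 30 min at 37C with compounds plus PDE4 inhibitor Ro 20174; cAMP measured by HTRF TR-FRET. Normalized to buffer and 29 nM porcine relaxin; EC50 by Hill fit.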
TRHR agonist: agonists of human TRH receptor. P34981. TRHR cells, calcium flux fluo-8, FDSS agonist mode. activation, % at 2 µM. 0.18% of 360,000 active. AID 493084; in the data active = activation above about 30%; note: 0% is about no effect
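In this calcium-flux screen, cells bearing human TRHR are dye-loaded with fluo-8, baselined for 10 cycles, then exposed to library compounds; positive kinetic calcium responses during the agonist phase mark hits, with TRH as control.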
RXFP1 antag: RXFP1 (human) relaxin receptor antagonism | HEK293-RXFP1, relaxin-stimulated cAMP HTRF, 30 min; active compounds read low | activity change, negative = inhibition, % at 57.5 µM | 0.59% of 350,000 active;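 active = activity change of -60% or lower, but not beyond a set lower limit; inconclusive = change between -60% and -40%, or beyond the set limit; inactive = change above -40%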; note: % is set by controls: 0 for no effect and ±100 for the full control effect
D1 PAM: potentiators of human D1 dopamine receptor. HEK293 TREx D1 cells, calcium flux, dopamine EC20 potentiation. P21728. 0.036% of 360,000 active. AID 504651. potentiation, % at 10 µM; in the data active = potentiation above about 30%; note: 0% is about no effect
Target sequence (P21728 whole entry, looked up): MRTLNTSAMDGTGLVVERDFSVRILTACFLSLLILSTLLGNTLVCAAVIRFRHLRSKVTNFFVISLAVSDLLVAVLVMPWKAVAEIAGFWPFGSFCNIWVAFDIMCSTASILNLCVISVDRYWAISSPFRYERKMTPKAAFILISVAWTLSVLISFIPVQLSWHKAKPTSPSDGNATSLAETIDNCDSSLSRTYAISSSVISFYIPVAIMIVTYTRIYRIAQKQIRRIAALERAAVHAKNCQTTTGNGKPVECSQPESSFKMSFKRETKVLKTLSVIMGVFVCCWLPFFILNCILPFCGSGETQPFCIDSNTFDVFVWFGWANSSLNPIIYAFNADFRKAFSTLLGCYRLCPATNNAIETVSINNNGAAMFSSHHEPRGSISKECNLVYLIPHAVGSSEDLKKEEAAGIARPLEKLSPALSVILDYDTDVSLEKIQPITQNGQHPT
D1 ag: activates the human D1 dopamine receptor; 1% of 360,000 active; AID 504660; activation, % at 2 µM; HEK293 T-REx D1 cells, calcium flux, agonist mode; in the data active = activation above about 30%; note: 0% is about no effect
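Tetracycline-induced HEK293 TREx D1 cells, force-coupled to calcium signalling, were dye-loaded with a no-wash calcium kit. Compound was pin-added after a 10 s baseline. Fluorescence was read kinetically at 1 cycle/s for 180 s, with calcium rises flagged as agonism.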
D1 antag: human D1 dopamine receptor antagonism. P21728. HEK293 TREx D1 cells, calcium flux, dopamine EC80; active compounds read low. activity change, negative = inhibition, % at 10 µM. 3.2% of 360,000 active. AID 504652; in the data active = activity change below about -30%; note: % is set by controls: 0 for no effect and ±100 for the full control effect
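Tetracycline-induced HEK293 T-REx cells with force-coupled D1 receptor were loaded with a no-wash calcium dye. Compound was added after a 10 s baseline and read kinetically for 180 s; EC80 dopamine was then added and calcium flux followed another 180 s.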
D2 PAM: positively modulates the human D2 dopamine receptor allosterically; potentiation, % at 10 µM; 0.34% of 340,000 active; HEK293 T-REx D2, calcium flux, EC20 dopamine potentiation; AID 485347;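 active = potentiation over 3 SD above the plate norm, cut at about 30% in these data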; note: 0% is about no effect
Target sequence (P14416 whole entry, looked up): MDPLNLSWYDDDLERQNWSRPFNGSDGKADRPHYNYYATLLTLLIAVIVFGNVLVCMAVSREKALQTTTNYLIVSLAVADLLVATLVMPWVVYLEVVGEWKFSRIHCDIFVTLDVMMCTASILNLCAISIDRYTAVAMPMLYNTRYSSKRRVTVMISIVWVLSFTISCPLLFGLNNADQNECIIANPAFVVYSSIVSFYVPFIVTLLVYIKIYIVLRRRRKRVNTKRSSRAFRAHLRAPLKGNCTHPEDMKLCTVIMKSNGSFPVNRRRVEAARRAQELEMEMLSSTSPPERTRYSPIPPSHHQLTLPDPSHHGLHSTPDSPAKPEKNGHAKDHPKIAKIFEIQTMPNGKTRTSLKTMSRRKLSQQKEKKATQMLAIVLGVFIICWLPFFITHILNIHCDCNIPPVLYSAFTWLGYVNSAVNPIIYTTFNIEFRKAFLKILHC
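Cells plated with tetracycline inducer and held overnight at 30 C; calcium dye loaded 30–90 min at room temperature; baseline taken, compound added and read 180 s; EC20 dopamine then added and read 180 s.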
Apoferritin bind: candidate novel general anesthetic via apoferritin binding | apoferritin/1-aminoanthracene competitive binding, fluorescence | Potency, µM (doses to about 77.5 µM), inactives show top-dose activity change, negative = displacement, hits mostly inhibitors | 0.074% of 350,000 active; note: potency is the fitted concentration of half-maximal effect; % is set by controls: 0 for no effect and ±100 for the full control effect; nearly all actives have a fitted effect of over 20% in size
Target sequence (P02791 2-175 limits assumed): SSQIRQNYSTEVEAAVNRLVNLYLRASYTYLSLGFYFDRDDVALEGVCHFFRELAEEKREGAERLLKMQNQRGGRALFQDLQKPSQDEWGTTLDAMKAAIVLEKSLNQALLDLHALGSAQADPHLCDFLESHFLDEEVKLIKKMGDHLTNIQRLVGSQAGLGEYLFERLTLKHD
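In PBS, apoferritin at 10 uM is loaded with 1-AMA from a 50% saturated solution. After 10 min of compound exposure at ambient temperature, reduced 535 nm fluorescence indicates probe displacement.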
TRHR PAM: allosteric enhancers of human TRH receptor; P34981; TRHR cells, fluo-8 calcium fluorescence, EC20 TRH enhancement; enhancement, % at 2 µM; 0.66% of 360,000 active; in the data active = enhancement above about 30%; note: 0% is about no effect
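Enhancer read-out: after compound pinning and an initial kinetic agonist-mode read, an EC20 of TRH (10 nM final) was injected and fluo-8 calcium signal (Ex 480/Em 530) followed at 1 s/cycle for 100 cycles in TRHR-expressing cells.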
Active calls of the source: *; ? = inconclusive; nt = no result given; [ ] = remark or other dose. Unless noted, calls come from the whole dose curve; as a rule, active = well fitted curve in the direction sought with a large enough effect; inconclusive = small, poorly fitted or top-dose-only effect, or another doubt; inactive = no such curve, though single readings can be large; an effect the other way counts as inactive or inconclusive. An excerpt; count on the stated rates, not on these rows.

SMILES | RXFP1 ag | TRHR agonist | RXFP1 antag | D1 PAM | D1 ag | D1 antag | D2 PAM | Apoferritin bind | TRHR PAM
Cc1ncsc1CCOC(=O)c1ccccc1 | 0.5% | -0.3 | 12 | -12 | 4 | -18 | -10 | ? | 1
Cc1ccc(CNC(=O)CCCCCNc2nc(=S)[nH]c3ccccc23)cc1 | 17% | -2.0 | nt | -7 | 3 | 9 | -7 | -5% | 15
CCN(c1ccc(C)cc1C)S(=O)(=O)c1nnc(NC(=O)c2ccc(F)cc2)s1 | 3.9% | -0.1 | -11 | -1 | -1 | 1 | 5 | -14% | 10
COC(=O)c1sccc1Oc1ccc(Cl)cc1N1C(=O)CCC1=O | -0.5% | 0.0 | -3 | -6 | 2 | -3 | -3 | 8% | -1
Cc1ccc(C(=O)NCC(=O)OCC(=O)c2ccc(Br)s2)cc1 | ? | 0.3 | 0 | -2 | 1 | 0 | -1 | nt | -1
Fc1ccc(/C=N/Nc2nccnc2Cl)cc1 | 0.1% | -0.3 | 5 | 0 | 1 | 7 | -12 | -1% | 10
COc1ccccc1C1CCN(C(=S)Nc2ccc(Br)cc2)CC1 | 0.7% | -1.3 | -11 | -6 | 2 | -1 | -7 | 7% | 1
O=C(/C=C/c1ccc(O)cc1)OCc1occc(=O)c1O[C@@H]1OC(CO)[C@@H](O)[C@H](O)[C@@H]1O (some centres undefined) | 0.8% | 0.3 | nt | -2 | -2 | -2 | -2 | -13% | -7
CCOC(=O)Cc1cnc(NC(=O)CSc2nc(C)c(CC)c(=O)[nH]2)s1 | -0.3% | 0.4 | 9 | 0 | 1 | -21 | -2 | -3% | 3
CCCCNC(=O)O[C@@H]1C[C@@H]2CCN3C(=O)CCC[C@H]([C@H]1CC)[C@H]23 | 0.3% | -0.4 | nt | -2 | 1 | 11 | 10 | -3% | 5
O=C(N/N=C/c1ccco1)C1CC1c1ccccc1 (centres undefined) | 0.8% | 0.4 | -7 | 8 | 2 | -2 | -3 | -12% | 4
Cn1cc(S(=O)(=O)N2CCCC2)cc1C(=O)Nc1ccc(F)cc1F | 1.0% | -0.5 | 4 | -4 | 0 | -25 | -5 | -6% | -5
COc1cccc(C2c3[nH]c4ccccc4c3C[C@H]3C(=O)N(C)CC(=O)N23)c1 (some centres undefined) | 0.0% | 1.9 | -6 | -6 | 3 | -4 | -3 | -15% | 8
CC1(C)CC(=O)C2=C(C1)N(Cc1cccnc1)C(=O)C2(NC(=O)c1ccc(F)cc1)C(F)(F)F (centres undefined) | -0.3% | 0.2 | 4 | 11 | 2 | -6 | -8 | -6% | -4
Nc1nc(Cl)nc2c1ncn2C1CC(O)C(CO)O1 (centres undefined) | 12% | 0.7 | nt | -5 | -1 | 9 | 14 | nt | 1
Cc1cccn2c(=O)c3cc(C(=O)N4CCN(C(=O)c5ccco5)CC4)n(C)c3nc12 | 9.0% | 0.1 | 2 | 3 | 1 | 3 | 8 | 61%[activator] | 6
CCOc1ccc(NC(=O)CSc2nc3ccsc3c(=O)n2CCCCCC(=O)O)cc1 | 1.3% | 1.0 | ? | -1 | 0 | -9 | 3 | -13% | -2
COC(=O)CCC(=O)NS(=O)(=O)c1ccc(N=NN2CCOCC2)cc1 | 0.2% | 0.1 | 2 | -4 | 1 | -1 | 4 | -4% | 4
N#Cc1ccccc1S(=O)(=O)N1CCN(C(=O)c2cc(-c3ccccc3)nn2-c2ccccc2)CC1 | 2.3% | 0.0 | -7 | 1 | 1 | 4 | -2 | -10% | -4
Cn1cc(/C=N/NC(=O)c2ccc(C#N)cc2F)c2ccccc21 | 3.9% | 0.0 | -12 | 10 | 0 | -26 | 1 | -21% | 3
CN1CCN(C(=O)c2ccc(F)c(F)c2)CC1 | -0.9% | -0.3 | -3 | -9 | 8 | -15 | 7 | -2% | -8
CC(C)n1nnnc1SCC(=O)NC1CCCC1 | 0.4% | 0.0 | -2 | -1 | -1 | -11 | 18 | -4% | -5
COC(=O)CSc1nc(-c2ccccc2)nc2ccccc12 | 27% | 0.3 | -3 | -7 | 5 | 9 | nt | -20% | 0
CC1(C)CC(=O)C(C(=S)Nc2ccccc2)=C(NCCN2CCOCC2)C1 | 1.9% | 0.6 | -9 | -7 | 0 | 6 | 16 | -4% | 5
Cc1cc(=O)[nH]c(SCc2nnc(-c3ccccc3)o2)n1 | 2.6% | -0.2 | -31 | 1 | 0 | 5 | 2 | -2% | -5

Following part
SMILES | RXFP1 ag | TRHR agonist | RXFP1 antag | D1 PAM | D1 ag | D1 antag | D2 PAM | Apoferritin bind | TRHR PAM
CCn1c(CN2C(=O)CSc3ccccc32)n[nH]c1=S | -0.8% | -0.2 | 8 | -1 | 7 | -7 | -2 | -3% | -3
O=[N+]([O-])c1ccc(CN2CCCCCC2)s1 | -0.2% | -0.1 | 6 | 0 | 1 | -1 | -8 | -19% | 4
COc1ccc(Cn2nnnc2CN2CCC(O)(c3ccccc3F)CC2)cc1 | -1.1% | 0.1 | -5 | -8 | 5 | 1 | 3 | -7% | -20
CCCCn1c(N)c(N(CCOC)C(=O)C2CCN(S(=O)(=O)c3ccc(C)cc3C)CC2)c(=O)[nH]c1=O | 0.2% | 0.4 | -10 | -5 | 0 | 1 | 3 | nt | 9
CC(=O)c1cccc(NC(=O)Cn2cc3c(n2)CCCC3)c1 | -0.5% | 0.4 | 2 | nt | 3 | 3 | -12 | -6% | 0
COc1ccc2ccc(O)c(CN3CCN(S(=O)(=O)c4cc([N+](=O)[O-])ccc4C)CC3)c2c1 | 0.5% | -0.2 | -13 | 4 | 1 | 12 | 20 | nt | -1
CCN(CC)C(=O)c1cc2c(=O)n3ccccc3nc2s1 | 26% | 0.4 | 7 | -1 | -1 | 5 | 0 | 517%[activator] | 0
NC(=O)c1cc(S(=O)(=O)NCCCc2ccco2)cs1 | 3.5% | -0.1 | -14 | -1 | 2 | 3 | -5 | -8% | 1
COc1ccc2nc(SCc3cnc(C)nc3N)[nH]c2c1 | 1.9% | -0.1 | -3 | -1 | -1 | -2 | -2 | -5% | -1
CC(=O)N(C)c1ccc(NC(=O)c2ccc([N+](=O)[O-])cc2Cl)cc1 | 2.2% | 0.4 | 4 | -3 | 9 | -12 | -8 | 0% | 3
Cc1cc(=O)n(C(C)(C)C)c(=O)n1Cc1ccccc1 | -1.3% | -0.7 | -1 | 2 | 0 | -5 | 6 | -6% | 15
CC(=O)c1cccc(NC(=O)CN2CCN(Cc3ccccc3)CC2)c1 | 3.8% | -1.6 | -6 | -3 | 3 | -7 | -9 | -6% | -8
Cn1ncc(Br)c1C(=O)NC1CCCCCC1 | 7.2% | -0.3 | -4 | 1 | 0 | 7 | nt | -18% | 8
CC(C)c1ccc(-c2cc(C(=O)N3N=C(C(F)F)CC3(O)C(F)F)c3ccccc3n2)cc1 (centres undefined) | 3.3% | 1.5 | -9 | -3 | 16 | nt | 4 | ? | -5
O=C(CN1CCC(C(=O)c2ccc3c(c2)OCCO3)CC1)Nc1ccccc1F | -1.0% | 0.0 | -7 | -5 | -1 | -17 | -8 | -16% | 48*
C=CCN1C(=O)/C(=C2/C(=O)N(CC(=O)O)c3ccccc32)S/C1=N/c1nccs1 | -2.2% | 0.2 | nt | 0 | 1 | 20 | 4 | -9% | -5
Cc1oc2c(Cl)c(Cl)c(O)c(CN(C)C)c2c1C(=O)c1ccc(Cl)cc1 | -0.8% | -1.5 | -9 | 4 | 4 | -16 | -5 | ? | -13
Cc1ccc(C(=O)COC(=O)C(Cc2c[nH]c3ccccc23)NC(=O)c2ccc(C(C)(C)C)cc2)cc1 (centres undefined) | 0.5% | 0.5 | -14 | -6 | 2 | -1 | 0 | -15% | -4
CC(NC(=O)COC(=O)c1cc([N+](=O)[O-])ccc1N1CCOCC1)c1ccc(F)cc1 (centres undefined) | 0.4% | -0.3 | -5 | -11 | 2 | 9 | 11 | nt | 2
NC(=O)C1CCN(c2nc(-c3ccc4c(c3)OCCO4)cs2)CC1 | -0.1% | -0.1 | nt | -8 | -1 | -16 | nt | nt | 4
COC(=O)/C(C#N)=C/c1ccc(N2CCOCC2)c([N+](=O)[O-])c1 | 1.4% | 0.0 | -17 | 0 | 3 | 3 | -4 | -17% | 0
Cc1nc(C)c(C(=O)Nc2ccc(C)c(F)c2)o1 | 0.1% | -1.7 | -8 | 0 | -3 | 1 | 8 | -3% | 1
C/C(=N\O)c1cc(Cl)cc(Cl)c1O | 1.0% | 0.5 | 23 | -5 | 3 | 3 | 14 | -1% | 7
COc1ccc(Cc2c(O)nc(SC)n(C(C)=O)c2=O)cc1 | 0.7% | 0.3 | -10 | -11 | 2 | 6 | -5 | -7% | -3
CCOC(=O)C1CCN(c2c(NCCCN(CC)c3ccccc3)c(=O)c2=O)CC1 | -0.2% | -0.2 | 1 | 0 | -4 | 2 | -4 | 0% | -7

TRHR PAM, entries above that show a hit.
smiles	TRHR agonist	RXFP1 antag	D1 PAM	D1 ag	D1 antag	D2 PAM	Apoferritin bind	TRHR PAM
O=C(CN1CCC(C(=O)c2ccc3c(c2)OCCO3)CC1)Nc1ccccc1F	0.0	-7	-5	-1	-17	-8	-16%	48*

The main list resumes, repeating the 2 entries before the break.
SMILES | RXFP1 ag | TRHR agonist | RXFP1 antag | D1 PAM | D1 ag | D1 antag | D2 PAM | Apoferritin bind | TRHR PAM
COc1ccc(Cc2c(O)nc(SC)n(C(C)=O)c2=O)cc1 | 0.7% | 0.3 | -10 | -11 | 2 | 6 | -5 | -7% | -3
CCOC(=O)C1CCN(c2c(NCCCN(CC)c3ccccc3)c(=O)c2=O)CC1 | -0.2% | -0.2 | 1 | 0 | -4 | 2 | -4 | 0% | -7
O=C(Nc1cc(C(F)(F)F)ccc1Cl)c1nc2ccccc2nc1N1CCCCC1 | 9.2% | -0.1 | -4 | 2 | 2 | 11 | 4 | 8% | 0
CCCC[C@@H]1CNCCN1CCc1cccc(F)c1 | -0.3% | 0.3 | nt | -5 | 10 | -8 | 4 | nt | -2
C=CCn1c(SCC(=O)NCCc2ccccc2)nnc1C(C)NC(=O)c1cccs1 (centres undefined) | 0.4% | 0.5 | 1 | -4 | 0 | -17 | 5 | 2% | 4
COc1cccc(C(=O)NC2CCN(CC(=O)NCc3ccccc3F)CC2)c1 | 0.8% | 0.1 | -3 | nt | 1 | -2 | -2 | -3% | 9
CS(=O)(=O)N(CC(=O)Nc1ccc(S(=O)(=O)N2CCOCC2)cc1)c1ccccc1Br | 1.5% | 0.3 | -17 | -4 | 1 | -2 | 6 | -1% | 7
O=C1C2C(c3ccccc3)=NN(c3ccccc3)C2C(=O)N1c1ccccc1 (centres undefined) | 1.8% | 0.1 | -13 | 0 | 0 | 1 | 0 | 204%[activator] | -2
